Screening data (PubChem BioAssay)
TAG inh: inhibitors of triacylglycerol accumulation, primary screen, cell-based, uHTS, fluorescence, H9c2; H9c2 cells, Nile Red lipid (TAG) fluorescence; cells loaded with 200 µM oleic acid; inhibition, % at 12.5 µM; 230,000 compounds, 0.66% hits; AID 651582, 2012;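 active means pattern-corrected inhibition of lipid staining of at least 50% with the nuclear-stain viability signal not falling by more than 50%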;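 further: 0% = DMSO wells and 100% = triacsin C control wells; some results filed as inactive read as strong as hits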
TAG inh DAPI viability: also measured in TAG inh; calls as there; DAPI nuclei signal change (viability), lower = more cytotoxic, %;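 whole-well DAPI fluorescence read on a plate reader as a viability signal; minus 50 percent equals half of cells still viable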
* = called active by the depositor.

structure	TAG inh	TAG inh DAPI viability
CC(=O)Oc1ccc(/C=C2/Oc3ccccc3C2=O)cc1	-6.6	-0.3
C#CCN(C[C@@H]1[C@@H](OC(=O)NCc2ccc(OC)c(OC)c2)[C@@H](OC(=O)NCc2ccc(OC)c(OC)c2)CN(C(=O)OC(C)C)N1C(=O)OC(C)C)S(=O)(=O)c1ccc(C)cc1	5.5	-10.8
CSc1nc2c(c(=O)[nH]1)CCCC2	-21.2	-4.3
N#Cc1c(C(F)(F)F)cc(=O)[nH]c1SCC(=O)O	-0.4	-7.9
CCn1ccc(C(=O)NC2C(=O)N3C(C(=O)O)=C(C)CSC23)n1 (configuration not stated)	11.3	-2.4
Nc1ccc2nc(-c3ccccc3)cnc2c1	-12.9	3.5
CCCCSc1nc2c(cnn2-c2ccc(F)cc2)c(=O)[nH]1	-23.6	15.0
O=C(Nc1ccc2nc(-c3ccccc3)[nH]c2c1)c1ccco1	17.7	6.5
COc1cc(C(=O)NC(=S)N2CCCCCC2)cc(OC)c1OC	11.0	-6.6
CCc1cccc(NC(=O)c2ccc(Cn3c(=O)[nH]c4ccsc4c3=O)cc2)c1	-8.9	2.0
O=c1[nH]c(/C=C/c2ccccc2F)nc2ccccc12	45.8	-18.2
Cc1ccc(C(=O)OC2CCOC2=O)cc1NC(=O)c1ccco1 (configuration not stated)	-10.3	7.9
C/C=C\C=C/C(=O)Nc1cccc(C2=NOC3(C2)C[C@@H](C(N)=O)N(C(=O)/C=C/CC)C3)c1 (some centres not stated)	1.8	2.7
COc1ccc(CNc2nc3ccccc3n2Cc2ccccc2)cc1OC	-0.7	-2.3
O=C(c1cn(-c2ccccc2)nc1-c1cccnc1)N1CCN(S(=O)(=O)c2ccc(Cl)cc2)CC1	-2.4	-10.8
CCC(C)c1ccc(NC(=O)C2CC2)cc1 (configuration not stated)	-10.4	4.7
CC(OC(=O)c1cccc(-n2cnnn2)c1)C(=O)Nc1ccc(F)cc1Cl (configuration not stated)	-4.7	-3.2
CN(C)c1ccc(C(=O)NNC(=O)c2ccc(Cl)cc2)cc1	-2.5	5.9
O=C(c1cc(-c2ccc(Cl)cc2)n(-c2ccc(Cl)cc2)n1)N1CCOCC1	1.3	2.4
COc1cccc(N2CCN(C(=O)c3ccc4nc[nH]c4c3)CC2)c1	-4.4	4.1
O=C(NC1CCC1)C1CCC(=O)N(Cc2ccc(Cl)cc2)C1 (configuration not stated)	-10.4	11.1
O=C(O)[C@H](Cc1ccccc1)NC(=O)N1CCC(Cc2ccccc2)CC1	2.6	-0.6
COc1ccc(CC(N)c2csc(NC(=O)c3ccccc3OC)n2)cc1 (configuration not stated)	4.2	13.2
CC(C)CNC(=S)N1CCC(C(=O)c2ccc(F)cc2)CC1	3.1	-0.2
O=C(Cn1nnc(-c2ccc(CN3CCOCC3)cc2)n1)NC1CCCCC1	4.7	1.2
Cc1ccc(C(=O)NCC(=O)N2CCCCCCC2)cc1C	16.8	-10.8
CCOC(=O)N1CCN(c2nc(SC)nc3sc4c(c23)CC(C)(C)OC4)CC1	2.1	9.7
O=C(OCC(=O)N1CCCCCC1)c1cccnc1Cl	6.6	-9.2
COc1cccc(OC)c1NC(=O)c1nc2c(nnn2Cc2ccccc2Cl)c(=O)[nH]1	-9.4	-0.2
Cc1cc2occ(CC(=O)N(CCC(C)C)c3c(N)n(Cc4ccccc4)c(=O)[nH]c3=O)c2cc1C	-10.1	-3.1
COCC(C)NC(=O)c1ccc(Cl)c(Cl)c1 (configuration not stated)	-4.1	-8.2
Cc1cccc(NC(=S)NN2CCOCC2)c1C	6.2	-5.0
O=C(CCS(=O)(=O)Cc1ccccc1)Nc1ccc2c(c1)OCCO2	9.2	-8.9
O=C(CC12CC3CC(C1)CC(CC(=O)NC1=NCCS1)(C3)C2)NC1=NCCS1	-18.8	19.2
C/C(=C\c1ccco1)CN1CCN(Cc2ccc(C)o2)C(CCO)C1 (configuration not stated)	1.0	-2.0
Cc1ccc(-n2nnc3c(=O)n(CC(=O)NCc4ccco4)cnc32)cc1	-3.6	0.4
COc1ccc(N2CC(C(=O)N(CC(C)C)c3c(N)n(Cc4ccccc4)c(=O)[nH]c3=O)CC2=O)c(OC)c1 (configuration not stated)	0.9	-2.5
CCCN1C2CCCC1CC(NC(=S)Nc1cc(C)ccc1C)C2 (configuration not stated)	9.8	2.7
COCCNC(=O)C(NC(=O)C1CCC(C)CC1)C(C)C (configuration not stated)	10.0	-7.9
Cn1c(N)c(N2CCCCC2)c(=O)n(CC(=O)Nc2ccc(Cl)c(Cl)c2)c1=O	-53.2	-2.7
NC(=O)C1CCN(C(=O)c2ccc(NS(=O)(=O)/C=C/c3ccccc3)cc2)CC1	-7.1	1.7
Brc1ccc(-c2nn3c(Cc4ccccc4)nnc3s2)o1	-11.6	-2.6
CCCNC(=O)Cn1cnc2sc(C(=O)N3CCCC(C(=O)OCC)C3)c(C)c2c1=O (configuration not stated)	10.6	-8.4
Nc1nnc(SCC(=O)NCCOc2ccccc2)s1	4.1	6.7
CSc1c(CC(=O)Nc2ccccc2)n(Cc2ccccc2)c2ccccc12	23.6	-1.6
CCc1ccc(N(CC(=O)NCc2ccc(F)cc2)C(=O)c2csnn2)cc1	6.7	-4.2
O=C(CCc1c[nH]c2ccccc12)NN1C(=O)NC2(CCCCC2)C1=O	-7.9	-3.5
CCN(CC(=O)NCc1cccs1)C(=O)c1ccc(-c2cccc(C(F)(F)F)c2)o1	16.9	1.9

Single values from the entries so far.
CCCNC(=O)Cn1cnc2sc(C(=O)N3CCCC(C(=O)OCC)C3)c(C)c2c1=O (configuration not stated) in TAG inh shows 10.6
Nc1nnc(SCC(=O)NCCOc2ccccc2)s1 in TAG inh shows 4.1
Brc1ccc(-c2nn3c(Cc4ccccc4)nnc3s2)o1 in TAG inh DAPI viability shows -2.6

Next part:
structure	TAG inh	TAG inh DAPI viability
CC(=O)c1cccc(Nc2nc(-c3ccccc3)nc3ccccc23)c1	12.0	15.5
CC(=O)CSc1nnc(-c2ccc3c(c2)OCO3)o1	28.3	-25.3
CCOC(=O)c1c(NC(=O)c2cccs2)sc2c1CCCC2	-10.6	10.8
Cc1cccc(NC(=O)c2nc[nH]c2C(=O)NCCCNC(=O)c2[nH]cnc2C(=O)Nc2cccc(C)c2)c1	84.1*	8.7*
COc1cc2c(cc1OC)C(C(=O)NCCN(C)C)C(c1cccs1)N(C)C2=O (configuration not stated)	7.0	4.7
CC(OC(=O)c1ccc2ccccc2n1)C(=O)Nc1ccc(N2CCOCC2)cc1 (configuration not stated)	-7.6	-6.8
O=C(O)c1ccccc1/C=N/NC(=S)NCc1ccccc1	-7.4	13.4
Cc1ccc(C(=O)NCC(=O)Nc2ccc(S(=O)(=O)Nc3cc(C)nc(C)n3)cc2)cc1	-2.0	5.3
CC1CC(C)(C)NC(=S)N1CCCC(=O)Nc1ccc(F)c(F)c1 (configuration not stated)	-3.2	-1.6
Cc1ccccc1OCC(=O)Nc1ccc2c(c1)n(C)c(=O)n2C	2.0	-7.3
CC(C)NC(=O)C1(C)CCN1C/C=C/c1ccccc1 (configuration not stated)	-1.7	0.2
COCCN=c1scc(C)n1/N=C/C1CC2C=CC1C2 (configuration not stated)	-17.8	26.5
COc1cccc(C2CC(c3ccccc3Cl)Nc3nc(N)nn32)c1 (configuration not stated)	21.4	-9.1
COCCn1c(SCC(N)=O)nc2c(c1=O)SC(C)C2 (configuration not stated)	-9.3	0.1
COc1ccc(N(C)S(=O)(=O)c2cccc(C(=O)Nc3ccc(N4CCOCC4)cc3)c2)cc1	-6.7	-10.5
CC(C)CCOP(=O)(c1ccc(N(C)C)cc1)C(O)c1ccccc1F (configuration not stated)	-25.1	-7.9

One compound at a time, as listed above. Order of values: TAG inh | TAG inh DAPI viability
Results for CC1CC(C)(C)NC(=S)N1CCCC(=O)Nc1ccc(F)c(F)c1 (configuration not stated) = -3.2 | -1.6
Results for COCCN=c1scc(C)n1/N=C/C1CC2C=CC1C2 (configuration not stated) = -17.8 | 26.5
Results for CC(C)NC(=O)C1(C)CCN1C/C=C/c1ccccc1 (configuration not stated) = -1.7 | 0.2
Results for COc1cccc(C2CC(c3ccccc3Cl)Nc3nc(N)nn32)c1 (configuration not stated) = 21.4 | -9.1
Results for COc1ccc(N(C)S(=O)(=O)c2cccc(C(=O)Nc3ccc(N4CCOCC4)cc3)c2)cc1 = -6.7 | -10.5

Later entries
structure	TAG inh	TAG inh DAPI viability
O=S1(=O)Cc2cc3ccccc3cc2C1	0.7	2.7
CCCc1cc(=O)n2[nH]c(NCc3ccccc3Cl)nc2n1	5.5	1.9
C1CCC(NC2=NCCO2)CC1	2.5	1.8
COc1cc(NS(=O)(=O)c2cc(C(=O)NCCc3ccccn3)ccc2OC)cc(OC)c1	4.8	0.0
Cc1cc(C(=O)NN=C2CCCCCCC2)c2ccccc2n1	-7.0	-6.8
CCOc1ccc(NC(=O)CN(C)C(=O)/C=C/c2ccc(S(=O)(=O)N3CCCCCC3)cc2)cc1OCC	-3.9	4.0
COCCNC(=O)C1(C)CCN(Cc2cccc(Oc3ccccc3)c2)C1 (configuration not stated)	-9.4	6.7
O=C(O)C1=C[C@H](c2ccc(Br)cc2)C[C@H](OCc2ccc(CO)cc2)O1	-1.6	-1.7
COc1ccc2nc(NC(=O)Nc3cccc4ccccc34)sc2c1	30.2	6.7
C=CC[C@@H](CC(=O)N[C@@H](CO)Cc1ccccc1)C(=O)N[C@H](COC(=O)[C@@H](CC=C)CC(=O)OC(C)(C)C)Cc1c[nH]c2ccccc12	29.9	1.2
CC(=O)C[C@H](O)CC(=O)[C@@H]1OC(=O)CCCCCCc2ccccc21	-19.5	8.1
O=C(NCc1ccccn1)C1CCN(S(=O)(=O)c2ccccc2F)CC1	17.2	-9.5
CC1=C([N+](=O)[O-])C(c2ccccc2)C2=C(N1)c1ccccc1C2=O (configuration not stated)	59.8*	-29.8*
N=C1C(c2nc3ccccc3s2)=C(O)CN1NC(=O)c1ccccc1[N+](=O)[O-]	9.6	-7.1
CCC(C(=O)OCC(=O)Nc1c(C)nn(-c2ccccc2)c1C)c1ccccc1 (configuration not stated)	-0.2	-4.2
Cc1c([N+](=O)[O-])nnn1-c1cc(Cl)cc(Cl)c1	17.1	-1.3
CCOC(=O)c1[nH]cnc1C(=O)Nc1ccncc1	4.9	-7.1
COc1ccc(NC(=O)/C=C/c2cc(OC)c(OC)c(OC)c2)cn1	-3.3	2.7
O=C(Cc1ccccc1Cl)Nc1ccc(S(=O)(=O)Nc2nccs2)cc1	15.0	-6.1
COc1ccc2cc(C#N)c(N3CCN(C(=O)c4ccccc4C)CC3)nc2c1	-9.9	14.3
Cc1cc(C(=O)Nc2ncn(Cc3ccc(F)cc3)n2)ccc1[N+](=O)[O-]	-0.8	-1.9
Cc1ccc(NC(=O)c2cccs2)cc1NC(=O)c1cccnc1	4.6	-3.2
CCn1c(C(=O)N2CCc3ccccc3C2)cc2sccc21	-15.8	-5.7
Cc1nc(NC(=O)CSc2nc3cccnc3n2C2CCCCC2)sc1C	4.6	-12.1
COc1cc(OC)cc(C(=O)Nc2ccc(N3CCOCC3)cc2N2CCOCC2)c1	4.4	-2.1
O=C1CCC(C(=O)Nc2ccc(OC(F)F)cc2)N1 (configuration not stated)	7.3	3.1
COc1ccc(CNC(=O)C2CCN(S(=O)(=O)N3CCC(C)CC3)CC2)c(OC)c1	-17.2	13.1
Cc1cccc(-n2c(SCc3cc(=O)n4ccsc4n3)nc3ccccc3c2=O)c1	20.2	-10.7
CC(=O)N1CCn2c3c(c4cc(C)ccc42)CCCC31 (configuration not stated)	-1.0	-2.5
COC(=O)CCc1c(C)c(C(=O)c2cc(F)c(F)c(F)c2F)c2ccccn12	-0.8	-17.5
CC(=O)CC1(O)C(=O)N(Cc2ccccc2)c2ccccc21 (configuration not stated)	-3.9	1.9
O=C1CCC/C1=C/Nc1cccc(F)c1	-2.6	2.7
O=C(CCCN1C(=O)/C(=C/c2ccc3c(c2)OCO3)SC1=S)Nc1cccc(C(=O)O)c1	18.0	0.6
Cc1ccc(S(=O)(=O)NCCC(=O)NCC(c2ccco2)N2CCCCC2)cc1C (configuration not stated)	5.0	-5.6
COc1ccccc1NC(=O)CSc1ccc(-c2ccccn2)nn1	-19.3	-5.1
Nn1c(COc2ccccc2F)nnc1SCC(=O)NC1CCCCC1	-2.6	5.9
CCCc1c(C(=O)N/N=C(\C)c2ccc(CC(C)C)cc2)nnn1-c1nonc1N	11.2	-2.2
Cc1ccc(Cl)cc1N1CCN(C(=O)COc2ccc(S(=O)(=O)NC(C)C)cc2)CC1	-6.1	1.7
CC(C)(C)OC(=O)N[C@@H](Cc1ccccc1)c1nnc(SCC(=O)O)o1	-12.9	4.6
CCCOc1ccc(CNC(=O)C2CCN(c3nnc(N4CCCC4=O)s3)CC2)cc1	1.9	-4.2
CC(C)(C)N=Cc1cc(-c2ccccc2)sc1O	13.9	-23.4
Cc1ccc(S(=O)(=O)N2CCN(C(=O)Cc3ccccc3)CC2)cc1	5.7	8.5
CCCCn1c(N)c(N(CCOC)C(=O)C2CCN(S(=O)(=O)c3ccccc3)CC2)c(=O)[nH]c1=O	-1.9	-8.2
COCCNC(=O)c1onc(CSc2ccc(C(C)C)cc2)c1C(=O)O	-25.9	9.1
O=C(OCC(=O)N1CCCc2ccccc21)c1cccc(S(=O)(=O)N2CCOCC2)c1	-5.6	2.8
CC(C)(C)n1nnc(CCc2nnn(C(C)(C)C)n2)n1	-0.4	6.7
Cc1ccc2occ(/C=N/NC(=O)c3ccc(Cl)cc3)c(=O)c2c1	7.4	-1.3

Not all compounds are listed; count on the stated rates, not on these rows.
